# SV40 large T antigen – SV40 large T antigen inhibitors, biochemical (AID 1903) | hit rate 0.39% among 310,000 | SV40 large T antigen ATPase/helicase inhibition assay; higher % means a stronger effect | inhibition, % at 20 µM, or IC50 in µM where a hit was titrated; in the data active means a potency from the dose series; inconclusive means inhibition mostly from about 32% at the one dose, without a potency; inactive means the rest, 99 in 100 with inhibition below about 32%; further: strong numbers were not always called active
# RSV CPE inhibition – RSV antiviral activity via CPE protection, HEp-2 cells, primary 10 µM value included (AID 2391); CPE inhibition, % at 10 µM; hits with a dose series show IC50 in µM; hit rate 0.13% among 310,000; HEp-2 cells, RSV-induced CPE inhibition; higher % means a stronger effect; in the data active means a potency from the dose series; inconclusive means CPE inhibition mostly from about 23% at the one dose, without a potency; inactive means the rest, 99 in 100 with CPE inhibition below about 21%; further: strong numbers were not always called active
# HIV fusion peptide – inhibitors of HIV fusion peptide binding, primary screen, biochemical, uHTS, fluorescence dequenching (AID 1986); inhibition, % at 20 µM, or IC50 in µM where a hit was titrated; cell-free peptide binding, fluorescence dequenching, 30 min; higher % means a stronger effect; hit rate 0.3% among 290,000; in the data active means inhibition mostly above about 52%, no sharp cut-off; inactive means mostly below about 76%; further: some results filed as inactive read as strong as hits
# NS5 inhibitors – Dengue-2 NS5 methyltransferase inhibitors, primary screen, biochemical, confirmation dose response (AID 588689) | Dengue-2 NS5 methyltransferase capping enzyme assay, biochemical; higher % means a stronger effect | one-dose inhibition, % at 25 µM; IC50 in µM for titrated hits | hit rate 0.3% among 340,000; in the data active means a potency from the dose series; inconclusive means inhibition above about 29% without an active follow-up result
# GPR55 antagonists – GPR55 antagonists blocking LPI-driven arrestin recruitment, primary screen, imaging, U2OS, beta-arrestin-GFP, LPI agonist (AID 2013); U2OS GPR55 beta-arrestin-GFP translocation imaging, LPI antagonism; higher % means a stronger effect; inhibition, % at 10 µM, or IC50 in µM where a hit was titrated; hit rate 0.13% among 290,000;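 active means spots per cell inhibited over 60%, with over 100 cells counted and total cytoplasm intensity under 500,000; inconclusive means wells with under 100 cells, flagged as likely toxic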;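 further: U2OS cells stably carrying GPR55 and arrestin-GFP stimulated by 5 µM LPI near EC80; imaged beta-arrestin-GFP aggregate spots per cell after agonist stimulation; plate controls were LPI-stimulated DMSO wells for no effect and DMSO wells without LPI for full effect; some results filed as inactive read as strong as hits; confirmed hits need IC50 under 10 µM and bright autofluorescent wells are also inconclusive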
# UTI89 phage lysis – inhibition of K1F phage lysis, E. coli UTI89, bacterial capsule biogenesis inhibitors, alamar blue (AID 488966); E. coli UTI89 K1F phage lysis, alamar blue, 2 h; higher % means a stronger effect; inhibition, % at 100 µM, or IC50 in µM where a hit was titrated; hit rate 0.02% among 340,000;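 active means phage lysis inhibition, versus mean bacterial control, above a set limit; inconclusive means no clear call, values can overlap the other calls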;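 further: capsule biogenesis inhibitors block K1F phage lysis so surviving cells raise fluorescence; higher fluorescence means more inhibition of phage lysis; actives were called in the ten point dose series up to 300 µM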
# MgcRacGAP inhibition – MgcRacGAP GTPase-activating activity inhibitors, confirmation, biochemical, ADP Hunter fluorescence. hit rate 0.6% among 340,000. inhibition, % at 30 µM; hits with a dose series show IC50 in µM. MgcRacGAP-stimulated Rac1 GTP hydrolysis, ADP Hunter fluorescence; higher % means a stronger effect; GST-tagged Rac1 F28L mutant substrate. Rac GTPase-activating protein 1 (Homo sapiens). AID 624330, 2012;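 active means first-screen hits whose inhibition reached a set limit at any dose in the follow-up dose series; inconclusive means inhibition above the set first-screen limit but never retested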;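 further: fluorescence reports GDP produced by GAP-driven GTP hydrolysis; strong numbers were not always called active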
# GPR35 arrestin U2OS – GPR35 antagonists blocking zaprinast-driven arrestin recruitment, primary screen, imaging, U2OS, beta-arrestin-GFP, zaprinast agonist (AID 2058); G-protein coupled receptor 35 (Homo sapiens); U2OS GPR35 beta-arrestin-GFP translocation imaging, zaprinast antagonism; higher % means a stronger effect; inhibition, % at 10 µM; hits with a dose series show IC50 in µM; hit rate 0.052% among 290,000;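 active means inhibition of at least 50% with at least 30 cells and total cytoplasm GFP at most 10,000,000; inconclusive means under 30 cells or total GFP of 10,000,000 plus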
# Salmonella PhoP GFP – inhibitors of PhoP regulon expression, primary screen, Salmonella Typhimurium, GFP reporter (AID 1863); S. Typhimurium PhoP-regulated promoter GFP reporter, 4 h; higher % means a stronger effect; one-dose inhibition, % at 50 µM; IC50 in µM for titrated hits; hit rate 0.16% among 300,000;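 active means inhibition over 29.93%, a cutoff 3 SD above the screen mean, later confirmed by dose response; inconclusive means inhibition over 29.93% but no dose response follow-up; inactive means inhibition at most 29.93% or unconfirmed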;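 further: 0% = low Mg2+ inducing control and 100% = high Mg2+ repressing control; strong numbers were not always called active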
# NS5 inhibitors pilot replicate – second read-out of NS5 inhibitors, no call of its own (marks repeat the call); inhibition, %; measured here: pilot screen replicate inhibition
# * marks the source's active call; other numbers are inactive results; ? = inconclusive; . = not tested or not shown; [ ] = another dose, or the depositor's remark. Rows are unselected; 1.5% or so of the library scored in one or more.
SMILES,SV40 large T antigen,RSV CPE inhibition,HIV fusion peptide,NS5 inhibitors,GPR55 antagonists,UTI89 phage lysis,MgcRacGAP inhibition,GPR35 arrestin U2OS,Salmonella PhoP GFP,others
CC(C)(C)c1ccc(-c2nnc3sc(-c4ccccn4)nn23)cc1,9%,-0.4%,0.1%,-1%,-3%,6.5%,10%,3%,1%,
CCn1cc(C(=O)O)c(=O)c2cc(F)c(N3CCN(C(=S)Nc4ccccc4OC)CC3)cc21,16%,-1.2%,-2.0%,-3%,6%,1.6%,11%,0%,11µM*,
CC(/C=N/n1c(-c2cc(C)[nH]n2)n[nH]c1=S)=C\c1ccco1,?,-0.8%,13%,3%,-8%,10%,23%,-3%,-4%,
Cc1nn(CC(=O)NCCN2CCOCC2)c(=O)c2ccccc12,0%,1.3%,1.3%,0%,8%,4.2%,11%,-4%,-4%,
O=[N+]([O-])c1ccc2nn(Cc3ccccc3)cc2c1,4%,-0.6%,-0.5%,3%,2%,-0.2%,6%,0%,-12%,
CCc1ccc(Nc2ccc(S(=O)(=O)N3CCOCC3)cc2[N+](=O)[O-])cc1,-4%,?,1.0%,-1%,8%,3.0%,6%,-5%,17%,
O=c1[nH]cc(S(=O)(=O)Nc2ccc3c(c2)OCO3)c(=O)[nH]1,13%,-1.4%,.,6%,.,0.7%[50 µM],-2%,.,-5%,
CSc1oc(-c2ccco2)nc1S(=O)(=O)c1ccccc1,5%,4.0%,2.9%,1%,0%,-1.1%,10%,20%,4%,
Cn1c(CC(=O)Nc2ccc(Cl)c(Cl)c2)nnc1SCC(=O)Nc1nccs1,-5%,1.4%,3.0%,-2%,13%,1.1%,4%,0%,30%,
CCCc1nnc(SCC(=O)N2CCOCC2)n1CC1CCCO1 (configuration not stated),0%,5.0%,2.4%,7%,-2%,-0.1%,4%,-4%,3%,
Cc1c(C)c(C)c(S(=O)(=O)n2[nH]c(=O)c(CCO)c2C)c(C)c1C,11%,0.2%,-0.1%,-2%,8%,-1.1%,6%,4%,-5%,
OCCC1CN(C/C(Cl)=C/c2ccccc2)CCN1C1CCCC1 (configuration not stated),-1%,-2.9%,1.6%,-11%,11%,-1.0%,0%,2%,-7%,
COc1ccc(C(=O)NCCNC(=O)c2cnccn2)cc1OC,5%,0.7%,0.1%,3%,-5%,0.1%,7%,2%,0%,
COCc1cc(=O)n2[nH]c(-c3ccco3)cc2n1,4%,1.5%,-1.3%,-1%,13%,6.0%,8%,-8%,-6%,
COC(=O)N/N=C/c1cc(Cl)c(OCc2ccc(F)cc2)c(OC)c1,0%,1.3%,-0.3%,3%,-2%,0.2%,8%,-10%,-8%,
CCOc1ccc(-n2c(C)nc3cc(C(=O)NCCN4CCOCC4)ccc32)cc1,8%,-0.5%,3.1%,-1%,-6%,2.7%,4%,5%,2%,
CC(C)(C)c1cc(C(=O)Nc2cccnc2)cc(C(=O)Nc2cccnc2)c1,7%,2.5%,1.4%,6%,1%,0.5%,4%,2%,-4%,
CCOc1ccc(NN=C(C(=O)OC)C(=O)OC)c([N+](=O)[O-])c1,4%,-0.2%,1.2%,9%,13%,-0.6%,13%,-7%,3%,
c1ccc2c(Nc3ccc4c(c3)OCCO4)c3c(nc2c1)CCCC3,8%,?,-1.5%,5%,-12%,0.3%,4%,-5%,-4%,
CCOc1cc(/C=C2\C(=O)N(c3nc(-c4ccc(Br)cc4)cs3)N=C2c2ccccc2)ccc1O,11%,-0.7%,-2.1%,-23%,1%,0.4%,4%,8%,11%,
CN(C)CCCNc1oc(-c2ccccc2Cl)nc1S(=O)(=O)c1ccc(F)cc1,14%,-1.6%,-0.4%,-2%,2%,-0.1%,7%,5%,8%,
C=CCNC(=S)NNC(=O)c1cc(Cl)ccc1OC,9%,0.8%,-0.4%,.,0%,.,.,12%,1%,
CC(C)Sc1ccc([N+](=O)[O-])cc1C(=O)Nc1ccncc1,6%,2.2%,-0.1%,-2%,0%,-1.1%,0%,-7%,-4%,
COc1ccc(NC(=O)CCCC(=O)c2ccccc2)cc1OC,14%,-0.3%,0.5%,3%,4%,0.7%,5%,-11%,1%,
O=C(Nc1nc2ccc(Cl)cc2s1)c1ccco1,4%,4.7%,-0.2%,0%,6%,-0.3%,5%,23%,-4%,
CN(Cc1nc(Cc2ccccc2F)no1)CC1(N2CCOCC2)CCCCC1,2%,1.1%,-0.6%,-4%,4%,-0.3%,-3%,14%,-5%,
O=C(NCc1ccccc1F)c1ccncc1,-1%,2.0%,-1.5%,-5%,5%,0.1%,-3%,-1%,6%,
Cc1c(N=C(N)/N=C(\N)Nc2ccc(Br)cc2)c(=O)n(-c2ccccc2)n1C,4%,1.1%,-1.5%,1%,3%,9.6%,1%,11%,4%,
CC(C)c1ccc(NC(=O)CSc2nc3ccsc3c(=O)n2Cc2ccc(C(=O)O)cc2)cc1,-1%,16%,59%,-14%,-8%,-1.8%,7%,0.56µM*,-10%,
Cc1c(C(=O)NC(C)C)sc2ncn(CC(=O)N3CCC(C)CC3)c(=O)c12,4%,2.6%,-1.8%,-2%,10%,0.8%,12%,-14%,-7%,
Cc1cc2oc(C(=O)NCc3ccncc3)c(C)c2cc1C,10%,0.0%,0.8%,-6%,-26%,-1.1%,5%,-6%,8%,
Cc1nc2c3cc(Cl)ccc3n(CCN3CCCCC3)c2s1,12%,-0.7%,1.3%,-1%,-7%,0.3%,11%,-6%,9%,
O=C(c1nc2ncccn2n1)N1CCc2ccccc2C1,4%,1.5%,0.9%,2%,11%,-0.2%,10%,3%,7%,
c1ccc(-c2nnsc2-c2ncc[nH]2)cc1,-2%,0.8%,0.5%,-1%,19%,0.3%,3%,-6%,11%,
COC(=O)c1ccc(NC(=O)CCS(=O)(=O)c2ccc(C)cc2)cc1,6%,0.7%,1.4%,-3%,0%,-0.1%,8%,-15%,4%,
CC(=O)C1=C(O)C(=O)N(c2ccc(Br)cn2)C1c1ccc(F)cc1 (configuration not stated),7%,3.9%,3.4%,-8%,-15%,0.5%,-7%,-9%,-4%,
COc1ccc(N(C(=O)C2CSC(=O)C2)C(C(=O)NC(C)(C)C)c2ccncc2)cc1 (configuration not stated),8%,0.5%,0.6%,-11%,15%,0.5%,3%,2%,1%,
CCN(Cc1ccccc1)S(=O)(=O)c1ccc(S(=O)(=O)N2CCN(C)CC2)cc1,19%,1.5%,4.5%,2%,24%,4.0%,-1%,8%,-3%,
CCC(=O)Nc1ccc(N/C(N)=N/c2nc(C)cc(C)n2)cc1,14%,2.0%,-0.6%,2%,3%,1.8%,3%,7%,-7%,
Cc1ccc(C(=O)NC(=S)N2CCN(C(=O)OC(C)(C)C)CC2)cc1Br,-1%,1.8%,-1.8%,6%,-4%,0.3%,13%,-5%,-4%,
Cc1ccc(NC(=O)c2ccc(Cn3cc(Cl)cn3)o2)c(C)c1,8%,1.1%,-0.3%,-1%,-2%,-0.1%,9%,-18%,2%,
CC1(C)CC(N2CCN(Cc3ccccc3)CC2)=CC(=[N+]2CCCCC2)C1,13%,10%,-0.6%,-5%,8%,0.1%,5%,6%,-5%,
COCCn1c(N)c(Sc2ccccc2[N+](=O)[O-])c(=O)[nH]c1=O,6%,0.4%,-0.5%,-4%,-10%,0.0%,9%,4%,-15%,
O=C1CSC2=NCN(c3ccccc3)CN12,2%,1.7%,-1.2%,-8%,13%,0.1%,5%,-5%,5%,
CCc1ccc(C(C(=O)NC2CCCCC2)N(C(=O)c2csnn2)C2CC2)cc1 (configuration not stated),2%,0.6%,1.2%,-6%,-10%,0.2%,8%,12%,0%,
Cc1ccc(C(=O)NCCN2C3=NC[C@H](C)N3C[C@H]2Cc2ccc(O)cc2)cc1Br,0%,-1.2%,-1.0%,-4%,6%,1.1%,13%,5%,-9%,
O=C1CC(c2ccccc2)=Nc2ccc(Br)cc2N1,5%,2.0%,-0.6%,0%,-7%,-0.5%,-13%,-8%,-1%,
NC(=S)c1cnn2c(-c3cccc(C(F)(F)F)c3)ccnc12,0%,3.5%,-1.8%,0%,17%,-0.1%,7%,5%,4%,
CC12CC(NC(=O)N1c1cccc(C(=O)N3CCCCC3)c1)c1ccccc1O2 (configuration not stated),4%,0.9%,-0.4%,-5%,8%,0.2%,-4%,14%,2%,
O=C(COC(=O)c1cnc(Cl)c(Cl)c1)Nc1ccc(S(=O)(=O)N2CCCC2)cc1,5%,0.1%,1.9%,-6%,7%,0.3%,7%,6%,-2%,
# Continued.
SMILES,SV40 large T antigen,RSV CPE inhibition,HIV fusion peptide,NS5 inhibitors,GPR55 antagonists,UTI89 phage lysis,MgcRacGAP inhibition,GPR35 arrestin U2OS,Salmonella PhoP GFP,others
Cc1cccc([C@@H]2[C@@H]3C(=O)N(Cc4ccccc4)C(=O)[C@@H]3[C@]3(Cc4ccccc4)C(=O)N(c4ccc(C(F)(F)F)cc4)C(=O)N23)c1,11%,17%,.,-10%,.,2.8%,6%,.,-5%,
CC(C)(C)c1ccc(C(=O)NCC(=O)OCCN2C(=O)c3ccccc3C2=O)cc1,8%,2.1%,.,-1%,.,0.2%[50 µM],3%,.,0%,
CC(C)Sc1ccccc1C(=O)Nc1ccc2c(c1)n(C)c(=O)n2C,11%,3.2%,2.1%,-4%,11%,-0.1%,5%,-2%,1%,NS5 inhibitors pilot replicate=3.0
c1ccc(-n2nnc3cnccc32)cc1,1%,12%,35%,4%,4%,-0.4%,7%,-2%,13%,
O=C(Nc1ccc(F)c(Cl)c1)Nn1cnnc1,12%,0.1%,-0.4%,-5%,-8%,0.3%,2%,13%,6%,
CCc1ccc(Nc2nnc(SCC(=O)Nc3cccnc3Cl)s2)cc1,-1%,9.2%,2.8%,0%,3%,0.0%,6%,-5%,6%,
CCC/C=C1/CCCOC(C(=O)NCc2ccccc2)(C(F)(F)F)C1 (configuration not stated),2%,0.3%,.,-3%,.,-0.2%,0%,.,-8%,
Nc1nnc(-c2cn(-c3ccccc3)nc2-c2ccccc2)o1,5%,1.6%,-0.1%,-3%,9%,4.8%,8%,0%,-2%,
COc1ccc(OC)c(NC(=O)C2CCN(S(=O)(=O)c3ccc4c(c3)OCCO4)CC2)c1,8%,2.3%,.,-2%,.,1.2%[50 µM],4%,.,-9%,

# Compound activity from PubChem BioAssay.
